TrxR1 inh = qHTS Assay for Inhibitors of Mammalian Selenoprotein Thioredoxin Reductase 1 (TrxR1): qHTS. Potency, µM (top dose mostly 114 µM), inactives show top-dose activity change, negative = inhibition, hits mostly inhibitors. Thioredoxin reductase 1, cytoplasmic (Rattus norvegicus), O89049. 1% of 390,000 active. AID 588453, 2011. recombinant rTrxR1, NADPH fluorescence consumption, selenite substrate; also: % is scaled to controls: 0 for no effect and ±100 for the full control effect; nearly all actives have a fitted effect of over 65% in size
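Rat TrxR1 (90 nM in the dispensed reagent) was pre-reduced with 400 uM NADPH for 5 min at room temperature, then incubated with compound for 15 min. After 400 uM selenite was added, NADPH fluorescence (Ex 340/Em 450 nm) was followed for 8 min.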
JMJD2A Tudor = qHTS Assay for Inhibitors of JMJD2A-Tudor Domain. Lysine-specific demethylase 4A (Homo sapiens), O75164. AlphaScreen JMJD2A-Tudor / H3K4me3 peptide binding. Potency, µM (series often up to 114 µM), for inactives: top-dose activity change, negative = inhibition, hits mostly inhibitors. 4.4% of 390,000 active. AID 504339, 2011; also: % is scaled to controls: 0 for no effect and ±100 for the full control effect; nearly all actives have a fitted effect of over 50% in size
HP1b chromo inh = HTS for Inhibitors of HP1-beta Chromodomain Interactions with Methylated Histone Tails; Chromobox protein homolog 1 (Homo sapiens), P83916; AlphaScreen HP1-beta / biotin-H3K9me3 peptide binding; Potency, µM (doses to about 114 µM), for inactives: at the highest dose activity change, negative = inhibition, hits mostly inhibitors; 0.56% of 390,000 active; also: nearly all actives have a fitted effect of over 70% in size; inactives centre near 23
Target sequence (P83916 whole entry, looked up): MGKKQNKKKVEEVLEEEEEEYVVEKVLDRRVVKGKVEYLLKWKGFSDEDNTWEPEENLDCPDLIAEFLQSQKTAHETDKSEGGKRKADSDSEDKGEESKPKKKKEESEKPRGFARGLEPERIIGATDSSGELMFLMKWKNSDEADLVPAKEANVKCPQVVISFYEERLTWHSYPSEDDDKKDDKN
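Compound inhibition of the preformed complex between 50 nM HP1-beta and 50 nM biotinylated H3K9me3 peptide was read by AlphaScreen. Buffer was PBS pH 7.4 with 0.01% Tween-20. Incubations ran 30 min at room temperature, with 10 ug/mL donor/acceptor beads.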
Pin1 inh = qHTS Assay to Find Inhibitors of Pin1; Peptidyl-prolyl cis-trans isomerase NIMA-interacting 1 (Homo sapiens), Q13526; Pin1 FP peptide displacement, HiFluor488, 10 min; Potency, µM (titrated, usually from 115 µM), for the others: top-dose activity, negative = inhibition, usual class: inhibitors; 0.009% of 390,000 active; AID 504891, 2011; active = well fitted inhibition curve with a large enough effect in the polarisation, with a control signal flat, not every such curve was filed as active; inconclusive = small, poorly fitted or top-dose-only effect, or effect the other way, or a change in a side signal; inactive = no such curve, though single readings can be large or run the other way; the % refers to the polarisation; also: % is scaled to controls: 0 for no effect and ±100 for the full control effect
ALOX12 inh = Primary qHTS assay for inhibitors of human arachidonate 12S-lipoxygenase (ALOX12): Round 2; Potency, µM (doses to about 108 µM), inactives show at the top dose activity change, negative = inhibition, hits mostly inhibitors; AID 1671190, 2021; purified 12hLO, xylenol orange hydroperoxide absorbance; 1.1% of 580,000 active; also: % is scaled to controls: 0 for no effect and ±100 for the full control effect
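Purified human 12hLO (150 nM final) in 25 mM Hepes, 0.01% Triton X-100, pH 7.0 was preincubated 15 min at room temperature with compound. Then 40 uM arachidonic acid was added, 30 min. Hydroperoxide was read by Fe-XO absorbance ratio 573/405 nm.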
RGS4 inhibitor = Inhibitors of Regulator of G Protein Signaling (RGS) 4: qHTS; Regulator of G-protein signaling 4 (Homo sapiens), P49798; Transcreener GDP fluorescence polarization, RGS4-accelerated GTP hydrolysis; Potency, µM (titrated, usually from 114 µM), for the others: top-dose activity change, negative = inhibition, most hits filed as inhibitors; 0.039% of 390,000 active; AID 504845, 2011; also: % is scaled to controls: 0 for no effect and ±100 for the full control effect; nearly all actives have a fitted effect of over 75% in size; some results filed as inactive show a strong effect at the top dose
Target sequence (P49798 whole entry, looked up): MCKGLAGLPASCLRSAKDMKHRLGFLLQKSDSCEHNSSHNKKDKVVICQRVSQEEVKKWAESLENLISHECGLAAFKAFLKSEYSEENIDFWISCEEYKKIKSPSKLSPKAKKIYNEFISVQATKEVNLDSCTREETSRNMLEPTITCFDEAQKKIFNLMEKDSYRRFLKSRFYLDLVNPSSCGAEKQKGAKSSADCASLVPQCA
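MLSMR compounds (23 nl, pin-transferred) preincubated 10 min at room temperature with a 500nM (2x) first reagent, then RGS4 at 900nM (2x) plus Transcreener GDP mix added; fluorescence polarization (620/688 nm) read before and after 90 min at 30 °C.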
GLS inhibitor = qHTS for Inhibitors of Glutaminase (GLS). AID 624170, 2012. Glutaminase kidney isoform, mitochondrial (Homo sapiens), O94925. Potency, µM (doses to about 45.5 µM), without a hit: at the top dose activity change, negative = inhibition, hits mostly inhibitors. GLS enzymatic activity, qHTS titration. 0.21% of 410,000 active; also: % is scaled to controls: 0 for no effect and ±100 for the full control effect
Target sequence (O94925 whole entry, looked up, canonical isoform): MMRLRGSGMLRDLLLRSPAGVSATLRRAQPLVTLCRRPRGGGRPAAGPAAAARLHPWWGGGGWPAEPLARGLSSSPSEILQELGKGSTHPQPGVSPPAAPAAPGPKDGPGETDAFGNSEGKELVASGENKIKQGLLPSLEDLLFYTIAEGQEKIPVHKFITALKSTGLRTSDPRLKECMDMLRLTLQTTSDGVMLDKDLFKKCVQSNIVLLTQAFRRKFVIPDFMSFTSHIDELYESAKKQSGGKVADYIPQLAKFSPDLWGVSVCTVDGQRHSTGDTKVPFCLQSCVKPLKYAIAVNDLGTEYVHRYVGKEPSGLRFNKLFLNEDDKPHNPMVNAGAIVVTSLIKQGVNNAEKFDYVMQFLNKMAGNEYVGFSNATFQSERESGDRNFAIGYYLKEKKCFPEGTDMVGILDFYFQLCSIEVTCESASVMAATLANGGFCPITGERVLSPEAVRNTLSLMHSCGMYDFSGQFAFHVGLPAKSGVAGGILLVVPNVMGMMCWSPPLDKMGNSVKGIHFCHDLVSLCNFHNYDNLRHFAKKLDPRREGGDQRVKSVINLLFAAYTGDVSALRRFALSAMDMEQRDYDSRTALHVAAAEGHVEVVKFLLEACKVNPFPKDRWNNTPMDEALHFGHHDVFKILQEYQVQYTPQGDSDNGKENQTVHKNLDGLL
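Enzyme dispensed in phosphate buffer (45 mM, pH 8.2, 0.02% Tween-20), compounds pinned in, then 1 mM L-glutamine solution and the glutamate oxidase–HRP–Amplex Red mix added; fluorescence read immediately and again after 30 min at room temperature.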
ERG-DNA inh = qHTS for Small Molecule Inhibitors of the ERG Ets/DNA interaction | Transcriptional regulator ERG (Homo sapiens), P11308 | fluorescence polarization, His-ERG Ets domain / labelled DNA | Potency, µM (highest dose often 76.9 µM), inactives show top-dose FP activity, negative = inhibition, usual class: inhibitors | 0.028% of 370,000 active; active = well fitted inhibition curve with a large enough effect in the polarisation, with a control signal flat; inconclusive = small, poorly fitted or top-dose-only effect, or effect the other way, or a change in a side signal; inactive = no such curve, though single readings can be large or run the other way; the % refers to the polarisation;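 also: polarization taken with two DNA probes labelled with fluorescein and Texas red; % of control where 0% means no effect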
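His-tagged ERG Ets domain (1 uM in the protein solution; 300mM KCl, 50mM Tris-HCl, 1mM EDTA, 1mM DTT, pH 7.5) received compound, then a probe mix of 5 nM fluorescein-DNA and 100nM Texas-615-DNA. Fluorescence polarization was read for both dyes.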
PGK inhibitor = qHTS Assay to Find Inhibitors of Phosphoglycerate Kinase; Potency, µM (series often up to 57.5 µM), inactives show at the top dose activity change, negative = inhibition, hits mostly inhibitors; 0.043% of 380,000 active; PGK/GAPDH coupled, Kinase-Glo luminescence, 60 min; AID 602233, 2012; Phosphoglycerate kinase, glycosomal (Trypanosoma brucei brucei), P07378; also: % is scaled to controls: 0 for no effect and ±100 for the full control effect; nearly all actives have a fitted effect of over 60% in size
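Recombinant glycosomal PGK reaction used 1,3-bisphosphoglycerate generated in-well by GAPDH (100nM final) in 100mM TEA pH 7.6, 5mM MgCl2, 0.01% Tween-20. After 60 minutes at room temperature, ATP was read by Kinase-Glo Plus luminescence end-point.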
* marks the source's active call; other numbers are inactive results; i = inactive; u = inconclusive; x = no result given; & = joins results of further samples; [ ] = dose if it differs, or a comment. Unless noted, calls follow the shape of the dose curve; as a rule, active = well fitted curve in the direction sought with a large enough effect; inconclusive = small, poorly fitted or top-dose-only effect, or another doubt; inactive = no such curve, though single readings can be large; an effect the other way counts as inactive or inconclusive. Potency is read from the fitted curve at half-maximal effect.

Start of the data: the first 2 compounds, to show the layout:
Assay codes – A = TrxR1 inh; B = JMJD2A Tudor; C = HP1b chromo inh; D = Pin1 inh; E = ALOX12 inh; F = RGS4 inhibitor; G = GLS inhibitor; H = ERG-DNA inh; I = PGK inhibitor
1	Cc1ccc(C2c3[nH]c4ccccc4c3CCN2C(=O)CSc2ccccc2)cc1 (configuration not stated)
  A: 27%[57.1 µM] | B: u | C: -3%[57 µM] | D: 9% | E: u | F: 25% | G: -11% | H: 7% | I: -8%
2	Nc1ccc(C(=O)OCC(=O)NC2CC2)cc1[N+](=O)[O-]
  A: 17% | B: -1% | C: 43%[activator] | D: -6% | E: -5% | F: 14% | G: -4% | H: -17% | I: i

This part in full, repeating the preview:
Assay codes – A = TrxR1 inh; B = JMJD2A Tudor; C = HP1b chromo inh; D = Pin1 inh; E = ALOX12 inh; F = RGS4 inhibitor; G = GLS inhibitor; H = ERG-DNA inh; I = PGK inhibitor
1	Cc1ccc(C2c3[nH]c4ccccc4c3CCN2C(=O)CSc2ccccc2)cc1 (configuration not stated)
  A: 27%[57.1 µM] | B: u | C: -3%[57 µM] | D: 9% | E: u | F: 25% | G: -11% | H: 7% | I: -8%
2	Nc1ccc(C(=O)OCC(=O)NC2CC2)cc1[N+](=O)[O-]
  A: 17% | B: -1% | C: 43%[activator] | D: -6% | E: -5% | F: 14% | G: -4% | H: -17% | I: i
3	CCCSc1nc2cc(C)c(C)cc2n1CC(C)O (configuration not stated)
  A: 12%[57.1 µM] | B: -10% | C: 18% | D: -12% | E: -4% | F: 3% | G: 6% | H: -5% | I: i
4	Cc1cc(C)cc(N(CC(=O)NCc2ccc3c(c2)OCO3)C(=O)CCC(=O)Nc2ccccn2)c1
  A: 22%[57.1 µM] | B: -9% | C: 6% | D: -1% | E: 11% | F: -36% | G: -2% | H: -2% | I: -9%
5	CCOc1ccccc1-n1c(SCC(N)=O)nnc1-c1ccc(O)cc1
  A: 16% | B: -7% | C: 20% | D: -7% | E: 18% | F: 20% | G: 2% | H: 2% | I: -6%
6	Cc1ccc(-c2nnc(SCC(=O)N3CCCc4ccccc43)o2)cc1
  A: 18% | B: -4% | C: 15% | D: -2% | E: -5% | F: 14% | G: -8% | H: 3% | I: -4%
7	CCOC(=O)C(C)On1c(-n2nc(C)cc2C)nc2ccccc2c1=O (configuration not stated)
  A: u | B: -16% | C: 19% | D: -1% | E: u | F: -12% | G: 3% | H: -1% | I: -9%
8	O=C(NCc1n[nH]c(=O)c2ccccc12)C1CC(=O)N(c2ccc(Cl)cc2)C1 (configuration not stated)
  A: -17% | B: -10% | C: 31% | D: 2% | E: -3% | F: 10% | G: 9% | H: -4% | I: 2%
9	COc1ccc2cc(CCC(C)=O)ccc2c1
  A: 13% | B: 7% | C: 53%[activator] | D: -8% | E: 8% | F: -2% | G: 6% | H: -9% | I: i
10	COc1cc(Cl)nn(-c2ccccc2)c1=O
  A: -7% | B: -1% | C: 19% | D: 0% | E: -1% | F: -5% | G: 3% | H: x | I: 0%
11	COc1ccc(-c2nn(-c3ccc(F)cc3F)c3c2cnc2ccc(F)cc23)cc1
  A: 15%[57.1 µM] | B: 13% | C: 27% | D: -8% | E: -27% | F: -11% | G: 2% | H: -4% | I: -3%
12	O=C(N/N=C1\CC2CC=CC12)c1ccc(Br)cc1 (configuration not stated)
  A: 12%[57.1 µM] | B: -11% | C: 18% | D: 1% | E: 7% | F: -10% | G: -22% | H: 9% | I: -2%
13	CCC(Oc1ccccc1)C(=O)NCc1cccnc1 (configuration not stated)
  A: 13% | B: -13%[57.1 µM] | C: 11% | D: 3% | E: 3% | F: 15%[11.4 µM] | G: -5% | H: -2% | I: 4%
14	CCc1ccccc1NC(=O)CNC(=O)CNC(=O)c1cccs1
  A: 14% | B: -11% | C: 17% | D: -1% | E: 197%[activator] | F: 3% | G: -1% | H: -6% | I: -4%
15	COCCN(CC1CCCN(C2Cc3ccccc3C2)C1)C(=O)CCC(C)=O (configuration not stated)
  A: 29%[11.4 µM] | B: -12% | C: 10% | D: -1% | E: -10% | F: 13% | G: -2% | H: 5% | I: -8%
16	CCOC(=O)N1CCC(Nc2c(Nc3ccc(F)cc3)c(=O)c2=O)CC1
  A: 3% | B: -17% | C: 48%[activator] | D: -8% | E: -26% | F: 13% | G: 27% | H: -4% | I: -1%
17	Cc1cc(C(=O)N/N=C2\CCCC(=O)C2)c(C)n1-c1ccccc1
  A: -3%[57.1 µM] | B: -30% | C: -14% | D: -1% | E: 0% | F: -8% | G: u | H: 51%[activator] | I: -2%
18	CCNC(=O)COC(=O)CCC(=O)c1cccs1
  A: -6% | B: -9% | C: 6% | D: 0% | E: 5% | F: -6% | G: 8% | H: x | I: -4%
19	Clc1c(Cl)c(Cl)c2n[nH]nc2c1Cl
  A: 15% | B: 1% | C: 31% | D: 1% | E: -43% | F: 1% | G: 2% | H: -10% | I: -2%
20	COc1ccc(CCNC(=O)C2CCCN(S(=O)(=O)c3ccc(F)cc3)C2)cc1OC (configuration not stated)
  A: -6% | B: -8% | C: 31% | D: 2% | E: 5% | F: 23% | G: 0% | H: 12% | I: -3%
21	CCOc1ccccc1C(=O)NCC(=O)NCCCc1ccccc1
  A: 4%[57.1 µM] | B: -13% | C: 4% | D: -4% | E: 10% | F: -9% | G: 0% | H: -1% | I: -4%
22	O=C(C[C@@H]1C/C=C\CCCC(=O)OC[C@@H]2CCCN2C1=O)N[C@@H](CO)Cc1ccccc1
  A: 25% | B: -4% | C: 27% | D: -6% | E: 2% | F: 11% | G: -3% | H: 6% | I: 5%
23	CC1(C)CC(=O)c2cc(C(=O)Nc3ccc(Br)cc3)c(=O)n(-c3ccc(Cl)cc3)c2C1
  A: 5% | B: -7% | C: 36% | D: 3% | E: -1% | F: 0% | G: 1% | H: 6% | I: -8%
24	CCSC1=N/C(=C\c2ccccc2)C(=O)N1
  A: -7% | B: -12% | C: 38% | D: -4% | E: -20% | F: 14% | G: 5% | H: 17% | I: -5%
25	CCCCc1nc2cc(C(=O)NCc3cn(C)nc3C)ccc2o1
  A: 15% | B: -16% | C: 4% | D: -3% | E: -3% | F: 12% | G: 1% | H: 0% | I: -1%
26	CCCNS(=O)(=O)c1cc(Cl)ccc1OC
  A: 16%[57.1 µM] | B: -12%[11.4 µM] | C: 48%[activator] | D: u | E: -6% | F: -29% | G: 7% | H: -1% | I: i
27	CC(NC(=O)c1ccccc1SCC(=O)N1CCCC1)c1ccc(F)cc1 (configuration not stated)
  A: 8% | B: -12% | C: 17% | D: -9% | E: u | F: 26% | G: 8% | H: -8% | I: i
28	COc1ccc(OC)c(NC(=O)c2ccc(S(=O)(=O)N3CCOCC3)cc2)c1
  A: 15%[57.1 µM] | B: u | C: -7% | D: 1% | E: -23% | F: -12% | G: -4% | H: 1% | I: 9%
29	COc1ccc(C)cc1NC(=O)CSc1nc(=O)n(Cc2cccnc2)c2c1CCC2
  A: 7%[57.1 µM] | B: u | C: -8% | D: 0% | E: -4% | F: 8% | G: 6% | H: -5% | I: -3%
30	N=C1C=CC(=C(c2ccc(N)cc2)c2ccc(N)cc2)C=C1
  A: -16% | B: 7.1µM* | C: u | D: u | E: -21% | F: 24% | G: 14% | H: x | I: u
31	COc1ccc(C(C)=O)cc1CSc1nnnn1-c1ccc(O)cc1
  A: u | B: -26% | C: 5% | D: 2% | E: 1% | F: -24% | G: 1% | H: -16% | I: -5%
32	CCOC(=O)C1CCN(C(=O)CSCc2nc(-c3ccc(OCC)cc3)oc2C)CC1
  A: u | B: -25% | C: -2% | D: 1% | E: 12%&10% | F: -4% | G: 2% | H: 0% | I: 4%
33	COc1ccc(C(=O)CSc2nc(C(C)(C)C)nc3ccccc23)cc1
  A: -3% | B: 79%[activator] | C: 86%[activator] | D: -1% | E: -1% | F: -10% | G: -7% | H: 4% | I: -3%
34	O=C(NCc1cccnc1)c1sc2ccccc2c1Cl
  A: 20%[57.1 µM] | B: -8% | C: 16% | D: 1% | E: -6% | F: -2% | G: -1% | H: -5% | I: -12%
35	COc1cccc(OC)c1C(=O)Nc1cccnc1
  A: 9% | B: 4% | C: 70%[activator] | D: 7% | E: -1% | F: -10%[56.9 µM] | G: 5% | H: -4% | I: -2%
36	COc1ccccc1NC(=O)Cn1c(C)nc2c(sc(=S)n2Cc2ccco2)c1=O
  A: u | B: -7% | C: 44%[activator] | D: 53%[activator] | E: -1% | F: -38%[56.9 µM] | G: -3% | H: 6% | I: -5%
37	Cc1nc(C)c(CCNC(=O)c2ccc(C(F)(F)F)cc2)s1
  A: -8% | B: -8% | C: 21% | D: -2% | E: -2% | F: 2% | G: 7% | H: x | I: -6%

Screening data deposited in PubChem BioAssay by National Center for Advancing Translational Sciences (NCATS).

Some of the compounds tested; count on the stated rates, not on these rows.
